NPC1 prom act – qHTS Assay for NPC1 Promoter Activators; Huh7 NPC1 promoter luciferase reporter, 24 h; hit rate 2.4% among 320,000; Potency, µM (highest dose often 9.22 µM), inactives show at the highest dose activation, hits mostly activators;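 note: potency is the fitted concentration of half-maximal effect; % of control where 0% means no effect; nearly all actives have a fitted effect of over 60% in size; reporter is driven by a mutant NPC1 promoter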
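Quantitative HTS used a cell-based reporter: Huh7 cells stably bearing the NPC1 promoter upstream of luciferase were treated with compounds for 24 h, and promoter activation was read as luminescence.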
KCNH2 3.1 inh – qHTS for Inhibitors of KCHN2 3.1: Mutant qHTS; Potassium voltage-gated channel subfamily H member 2, brain isoform KCNH2 3.1 (human); hit rate 0.95% among 340,000; activity change, % (tested at about 1.8 µM); U2OS KCNH2 3.1, thallium flux FluxOr; active compounds read low;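 active = maximum activity change below -70%; inconclusive = maximum activity change from -70% to -50%; inactive = maximum activity change above -50%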;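 note: thallium influx rate constant from kinetic fluorescence after stimulation buffer; % is set by controls: 0 for no effect and ±100 for the full control effect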
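FluxOr-based Tl+ influx in U2OS cells transduced with KCNH2 3.1 virus; rate constants normalized to DMSO controls.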
RORgamma inh – qHTS for inhibitors of ROR gamma transcriptional activity; Potency, µM (highest dose often 53.6 µM), inactives show top-dose activity change, negative = inhibition, hits mostly inhibitors; Drosophila S2 Gal4-RORgamma UAS-luciferase reporter, 20 h; hit rate 5.4% among 310,000; note: potency is the fitted concentration of half-maximal effect; % is set by controls: 0 for no effect and ±100 for the full control effect; nearly all actives have a fitted effect of over 60% in size
Target sequence (P51450 whole entry, looked up, the tested form may be a part): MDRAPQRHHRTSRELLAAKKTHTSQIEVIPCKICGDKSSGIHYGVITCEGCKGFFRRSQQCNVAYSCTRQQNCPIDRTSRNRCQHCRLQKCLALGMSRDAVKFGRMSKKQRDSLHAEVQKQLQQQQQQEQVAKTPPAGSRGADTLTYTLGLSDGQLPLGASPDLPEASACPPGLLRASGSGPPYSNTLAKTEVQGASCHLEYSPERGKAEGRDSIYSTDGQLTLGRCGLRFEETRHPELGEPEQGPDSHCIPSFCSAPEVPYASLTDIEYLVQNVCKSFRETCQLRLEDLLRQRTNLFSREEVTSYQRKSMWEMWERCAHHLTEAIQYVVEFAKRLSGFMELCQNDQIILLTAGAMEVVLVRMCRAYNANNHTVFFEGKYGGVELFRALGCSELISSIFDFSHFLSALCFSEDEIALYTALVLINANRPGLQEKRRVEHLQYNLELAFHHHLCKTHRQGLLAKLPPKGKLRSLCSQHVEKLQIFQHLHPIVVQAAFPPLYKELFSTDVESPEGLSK
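Stable Schneider cell line, Gal4 DNA-binding domain fused to ROR gamma, UAS-luciferase. Cmpd 1 hr RT → CuSO4 700 uM final → 20 hr RT → luciferase reagent 10 min → luminescence.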
FLuc modulator – qHTS profiling assay for firefly luciferase inhibitor/activator using purifed enzyme and Km concentrations of substrates (counterscreen for miR-21 project) | Luciferin 4-monooxygenase (Photinus pyralis), P08659 | Potency, µM (titrated, usually from 57.5 µM), for the others: at the highest dose activity change, negative = inhibition, hits mostly inhibitors | purified FLuc, Km substrates, luminescence inhibition | hit rate 6.9% among 360,000 | AID 588342, 2011;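 note: potency is the fitted concentration of half-maximal effect; plate controls were vehicle for no effect and reference inhibitor for full effect; nearly all actives have a fitted effect of over 55% in size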
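Purified P. pyralis luciferase, 10 nM final, with Km-level 10 uM D-luciferin and 10 uM ATP in 50 mM Tris acetate pH 7.5, 10 mM Mg acetate, 0.01% Tween-20, 0.05% BSA; 6-point qHTS titration about 60 µM downward; luminescence read.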
ELG1 genotox – qHTS screen for small molecules that induce genotoxicity in human embryonic kidney (HEK293T) cells expressing luciferase-tagged ELG1; AID 504466, 2011; HEK293T ELG1-luciferase reporter, luminescence, 16 h; Potency, µM (doses to about 46 µM), for the others: at the top dose activity change, positive = activation, hits mostly activators; hit rate 1.3% among 330,000; note: potency is the fitted concentration of half-maximal effect; % of control where 0% means no effect; nearly all actives have a fitted effect of over 60% in size
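Screening used a luciferase reporter fused to human ELG1 in HEK293T cells. Luminescence was read on a CCD plate imager after 16 hr exposure and 30 min ONE-Glo incubation.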
FBPA coupling cs – qHTS Assay for Inhibitors of Fructose-1,6-bisphosphate Aldolase from Giardia Lamblia: Coupling assay counterscreen; coupling enzyme system counterscreen, AmpLite Red fluorescence; activity change, negative = inhibition, % at 58.2 µM, hits read low; hit rate 0.67% among 290,000; in the data active = activity change below about -30%; note: % is set by controls: 0 for no effect and ±100 for the full control effect
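Coupling enzymes only (glyceraldehyde-3-phosphate) + compound, at 57.5 uM final, 10 min RT; add substrate/coupling/AmpLite Red mix, 20 min RT; fluorescence ex 525/em 598 nm. Actives flag coupling-system interference.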
Gal4-VP16 FLuc – VP16 counterscreen qHTS for inhibitors of ROR gamma transcriptional activity; Drosophila S2 Gal4-VP16 UAS-luciferase, luminescence, 20 h; Potency, µM (series often up to 53.6 µM), inactives show top-dose activity, negative = inhibition, most hits filed as inhibitors; hit rate 3.5% among 310,000; AID 2546, 2010;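 note: Gal4-VP16 expression switched on by copper sulfate through the metallothionein promoter; potency is the fitted concentration of half-maximal effect; % is set by controls: 0 for no effect and ±100 for the full control effect; nearly all actives have a fitted effect of over 50% in size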
Rab9 promoter act – qHTS Assay for Rab9 Promoter Activators; Huh7 Rab9 promoter-luciferase reporter, luminescence, 24 h; Potency, µM (top dose mostly 9.22 µM), for inactives: at the top dose activation, negative = inhibition, hits mostly activators; hit rate 2.8% among 320,000; AID 485297, 2010; note: potency is the fitted concentration of half-maximal effect; % of control where 0% means no effect; nearly all actives have a fitted effect of over 60% in size
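Huh7 reporter line, Rab9 promoter upstream of luciferase. Compound exposure 24 h at 37 °C in reduced-serum medium with 10% FBS. Read-out: luminescence.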
uPA surface inh – qHTS for Inhibitors of Cell Surface uPA Generation | hit rate 0.31% among 330,000 | Potency, µM (titrated, usually from 38.3 µM), for inactives: at the top dose activity change, negative = inhibition, hits mostly inhibitors | cell surface uPA generation assay, qHTS; active = well fitted inhibition curve with a large enough effect; inconclusive = small, poorly fitted or top-dose-only effect; inactive = no such curve, though single readings can be large or run the other way; tested in mouse RAW 264.7 cells; note: potency is the fitted concentration of half-maximal effect; % is set by controls: 0 for no effect and ±100 for the full control effect; nearly all actives have a fitted effect of over 55% in size
Tb PFK inh – qHTS Assay to Find Inhibitors of T. brucei phosphofructokinase; T. brucei PFK, ADP-Glo luminescence; Potency, µM (doses to about 57.5 µM), without a hit: top-dose activity, negative = inhibition, hits mostly inhibitors; hit rate 0.17% among 330,000; AID 485367, 2010;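 note: potency is the fitted concentration of half-maximal effect; 0% = uninhibited 1x PFK enzyme wells and -100% = no-enzyme wells; nearly all actives have a fitted effect of over 60% in size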
Target sequence (O15648 whole entry, looked up): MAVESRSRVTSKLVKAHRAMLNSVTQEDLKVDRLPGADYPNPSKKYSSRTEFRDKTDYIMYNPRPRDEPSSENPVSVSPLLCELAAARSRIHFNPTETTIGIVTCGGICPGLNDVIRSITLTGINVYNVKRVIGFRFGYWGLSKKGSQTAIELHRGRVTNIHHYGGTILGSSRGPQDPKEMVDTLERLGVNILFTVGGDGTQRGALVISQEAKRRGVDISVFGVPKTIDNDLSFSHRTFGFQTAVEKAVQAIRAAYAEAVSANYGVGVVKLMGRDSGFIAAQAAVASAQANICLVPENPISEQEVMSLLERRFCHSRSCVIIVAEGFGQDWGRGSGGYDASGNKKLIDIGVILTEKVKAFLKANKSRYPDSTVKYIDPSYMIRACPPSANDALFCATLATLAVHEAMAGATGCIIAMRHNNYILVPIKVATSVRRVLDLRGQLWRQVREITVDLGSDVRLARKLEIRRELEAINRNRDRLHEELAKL
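PFK 1.25 nM, F6P 0.5 mM, ATP 0.1 mM, 0.1 M TEA pH 8.0, 5 mM MgCl2, 0.01% Tween20, 0.1% BSA; 45 min RT. ADP-Glo readout. qHTS titration up to 57 uM; curves fitted, compounds curve-classed.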
Giardia killer – Small Molecules that selectively kill Giardia lamblia: qHTS | hit rate 0.15% among 340,000 | Giardia lamblia trophozoite viability | activity change, % at 7.66 µM, hits read low; in the data active = activity change below about -80%; inconclusive = between about -30% and that limit;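 note: parasites exposed to compound for two days anaerobically before the ATP read; % is set by controls: 0 for no effect and ±100 for the full control effect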
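Killing of trophozoites was scored by loss of ATP luminescence after a 48 hrs anaerobic exposure to compounds at 37 deg C, using 100 cells per well.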
Numbers without * were called inactive; ? = inconclusive; · = not tested or not shown; [ ] = dose if it differs, or a comment. Unless noted, calls come from the whole dose curve; as a rule, active = well fitted curve in the direction sought with a large enough effect; inconclusive = small, poorly fitted or top-dose-only effect, or another doubt; inactive = no such curve, though single readings can be large; an effect the other way counts as inactive or inconclusive.

SMILES	NPC1 prom act	KCNH2 3.1 inh	RORgamma inh	FLuc modulator	ELG1 genotox	FBPA coupling cs	Gal4-VP16 FLuc	Rab9 promoter act	uPA surface inh	Tb PFK inh	Giardia killer
COc1ccc(/C=N/c2oc(-c3ccccc3)cc2C#N)cc1	0%	4	16%	-15%	29%	-1	-7%	-2%	-3%	0%	-1
C=CCc1cc(OC)ccc1OCCOCCC(C(=O)OCC)C(=O)OCC	0%	-4	2%	2%	-5%	-2	0%	-4%	11%	-2%	8
COc1ccc(/C=N/NC2=NS(=O)(=O)c3ccccc32)cc1	-4%	-11	?	?	4%	3	?	-3%	-3%	13%	-6
COc1ccc(CN2C3CCCC2CC(NC(=O)Nc2ccccc2)C3)cc1 (stereo not given)	-3%	-40	12%	1%	-1%	-1	2%	-3%	4%	-6%	12
COc1ccc(C(=O)N2CCC(n3c(C)nc4cc(F)ccc43)CC2)cc1	-1%	-49	?	2%	2%	4	-1%[10 µM]	-4%	3%	-4%	-18
COCCN(CCOC)C(=O)C1CCN(c2ccc(S(=O)(=O)N3CCOCC3)cc2[N+](=O)[O-])CC1	-4%	1	·	0%	1%	·	·	-2%	-1%	12%	-18
COC(=O)CNC(=O)CCCCC(=O)NCC(=O)OC	2%	-22	2%	2%	2%	5	2%	0%	·	-3%	-3
COc1ccc(C(=O)Cc2ccc(F)cc2)c(OC)c1	?	6	19%	17µM*	?	-3	1%	?	1%	0%	-8
O=Cc1cn(-c2ccccc2)nc1-c1ccccc1	4%	-5	19%	12µM*	0%	0	14%	-1%	-13%	0%	-5
CC(C)C[C@H](NC(=O)c1nc[nH]c1C(=O)N[C@@H](CCCCN)C(=O)OC(C)(C)C)C(=O)OC(C)(C)C	·	10	·	·	1%	·	·	·	8%	3%	-5
O=[N+]([O-])c1cc(CN2CCN(c3cccc(C(F)(F)F)c3)CC2)c2cccnc2c1O	-41%[inhibitor]	-5	0.11µM*	-5%	-3%	-14	?	-28%	-11%	-3%	7
O=C(CCS(=O)(=O)Cc1ccccc1)N1CCN(c2ccccc2)CC1	6%	-5	0%	-2%	0%	10	8%	1%	·	3%	8
Cc1c(-c2cccs2)[n+](=O)c2c(n1[O-])CCCC2	-2%	-23	-1%	7%	0%	2	2%	0%	·	0%	-15
COc1ccc(Nc2cc(C)nc3nc(C)nn23)cc1Cl	0%	-6	11%	1%	-7%	0	-7%	7%	-8%	3%	-11
COc1ccc(C2SCC(C(=O)O)N2C(C)=O)cc1OC (stereo not given)	-1%	-1	-1%	0%	3%	4	3%	-5%	7%	-1%	-5
COc1ccc(C(CC(=O)O)NC(=O)COc2cc(C)ccc2C)cc1OC (stereo not given)	2%	7	3%	?	1%	-1	-1%	-6%	-1%	5%	1
CCN(N)C(=S)Nc1ccc(F)cc1	0%	-13	?	-1%	1%	1	-3%	0%	2%	1%	11
COc1ccc(C(=O)NCC(=O)N/N=C/c2ccc([N+](=O)[O-])o2)cc1OC	-4%	-7	-19%	-2%	?	-3	-25%	22%	-9%	-3%	-8
O=C(Nc1ccc(F)cc1F)C1CCN(c2ncnc3c2sc2cccc(F)c23)CC1	-2%	-41	-1%	-19%	0%	0	-3%	2%	?	3%	0
CCC(C)(C)C1CCC(=NNC(=S)Nc2cccnc2)CC1 (stereo not given)	-2%	-20	?	-3%	-2%	5	16%	-2%	-5%	3%	-12
Cc1cc(-c2ccccc2C(=O)NC2CCCCC2)on1	-2%	-6	4%	1%	2%	4	-3%	-3%	2%	1%	15
COc1cc(/C=C2\SC(c3ccc(C)cc3)=NC2=O)cc(OC)c1OC	-2%	3	6%	2%	0%	-2	12%[0.365 µM]	-6%	8%	-13%	4
CCOc1ccc(/C=C2/SC(=O)NC2=S)cc1	25%	-94*	11µM*	17µM*	7%	6	?	?	?	4%	16
CC(=O)Nc1ccc(C(=O)CSc2nnnn2C(C)C)cc1	?	-13	27%	?	11%	-2	5%	28%	-4%	-1%	23
CN(C)c1cccc(C(=O)OCCCC(=O)c2ccc(F)cc2)c1	-3%	-130*	·	-18%	1%	·	·	-2%	3%	-2%	-3
CC(=O)c1cccc(NC(=S)NC2CCCCCCC2)c1	1%	-5	3.2µM*	?	0%	·	13µM*	0%	-4%	2%	?
O=C1CCSc2ccc(Cl)cc2N1Cc1ccc(Cl)cc1	1%	-3	?	2%	-2%	6	-6%	-2%	0%	-1%	1
COCCCNC(=O)C1=CCN(S(=O)(=O)c2ccc(C)cc2)CC1	0%	12	-4%	-1%	0%	4	0%	-3%	-26%	3%	-2
N#Cc1cccc(Cn2nnc(-c3ccccc3)n2)c1	3%	8	13%	-2%	3%	0	15%	0%	-2%	-11%	-13
CN(CC1COc2ccccc2O1)C(=O)c1ccc(Cl)c(S(=O)(=O)N2CCCCCC2)c1 (stereo not given)	1%	-20	·	0%	-5%	·	·	0%	11%	2%	4
COc1cccc(NC(=O)C2CCCN(S(=O)(=O)c3ccc(-n4cnnn4)cc3)C2)c1 (stereo not given)	-1%	-15	25%	8%	-1%	1	0%	4%	-3%	-3%	4
CCCCn1c(=O)cc(N2CCOCC2)[nH]c1=O	-2%	-2	-20%	2%	-3%	-2	-2%	-3%	16%	-8%	3
Cc1cccc(OCCCC(=O)Nc2ccc(Br)cc2)c1	2%	0	55%	-1%	1%	-1	4%	-5%	3%	-1%	-1
CCC1(CC)Cc2ccccc2C(CC(=O)N2CCOCC2)=N1	0%	3	9%	2%	-2%	-3	-2%	-6%	-1%	-6%	6
CC(=O)c1ccc(NC(=O)c2cc(C)no2)cc1	-2%	-6	21%	?	7%	-1	28%	19%	2%	0%	-13
O=[N+]([O-])c1ccc(Cl)c(/C=N/NC(=S)Nc2ccccc2)c1	13%	-25	0.35µM*	1%	-1%	0	2.2µM*	14%	·	-4%	-11
Cc1nc2ccc(NC(=O)c3sccc3C)cc2s1	1.8µM*	6	-11%	7.6µM*	?	-3	-14%	2.2µM*	-4%	1%	-1
CCOC(=O)CN1C(=O)NC(C)(c2ccc(OC(F)F)cc2)C1=O (stereo not given)	1%	-1	-1%	3%	-1%	7	-1%	0%	1%	1%	-17
O=c1cc(-c2ccccc2)nc2nc(-c3ccccc3)[nH]n12	?	-2	?	11µM*	18µM*	3	2%[0.365 µM]	?	-6%	-3%	-2
O=C(COc1coc(CN2CCN(c3ccccc3F)CC2)cc1=O)NCC1CCCO1 (stereo not given)	-8%	-10	·	2%	0%	·	·	-3%	0%	-11%	1
COC(=O)c1sccc1NC(=O)c1cc(-c2ccc(C)cc2)nc2ccccc12	-2%	4	-8%	?	8%	0	10%	7%	5%	1%	-3
COc1cc(C2=NOC(C(=O)NCc3ccc(F)cc3)C2)cc(OC)c1OC (stereo not given)	-14%	2	2%	2%	8%	-1	2%	-29%	·	0%	-6
COCCNC(=S)N(CCc1c(C)[nH]c2ccc(C)cc12)Cc1ccco1	-1%	6	11µM*	1%	-12%	-3	-10%	0%	-1%	5%	4
O=C(CSc1nnc(Nc2ccccc2)s1)Nc1cccnc1Cl	-1%	-11	2%	17µM*	0%	1	0%	0%	6%	0%	-8
S=C(NCc1ccco1)Nc1ccc(Cl)cc1Cl	16%	13	11µM*	?	17%	-6	?	19%	1%	-14%	-22
CCOC(=O)N1CCc2c(sc(NC(=O)C3=COCCO3)c2C(N)=O)C1	-3%	2	24%	11µM*	1%	0	4%	9%	-6%	-1%	10
CCC(CO)n1c(SCc2cc(=O)oc3cc(C)ccc23)nc2ccccc2c1=O (stereo not given)	-3%	-3	6%	0%	-3%	11	0%	4%	2%	-1%	2
O=C(COC(=O)CNC(=O)c1ccccc1F)Nc1ccc2[nH]c(=O)[nH]c2c1	-3%	9	·	2%	-5%	·	·	2%	5%	?	-9
Clc1ccc(CSc2nnc(/C=C/c3ccccc3)o2)c(Cl)c1	-1%	-10	15%	8%	-6%	1	12%	-2%	-3%	0%	-4
CC1(C)Cc2ccccc2C(N/N=C/c2cccc(F)c2)=N1	-4%	17	-6%	-14%	-2%	0	1%	-8%	0%	-3%	7

Compound activity deposited in PubChem BioAssay by National Center for Advancing Translational Sciences (NCATS).
